SKKanGAS inh: inhibitors of SKKanGAS S. pyogenes growth in kanamycin (SK-promoter or general growth effect); BacTiter-Glo, 6 h; inhibition, % at 7.5 µM; hit rate 1.3% among 300,000; AID 1662;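 active = mean replicate score, as percent of positive control median, at least 50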;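 also: strain carries kanamycin resistance gene driven by streptokinase promoter and grows in 40 µg/ml kanamycin; loss of luminescence reflects streptokinase promoter inhibition or plain growth inhibition; 0% = median of DMSO wells and 100% = positive control at its reference dose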
TRPC6 act: activators of mouse TRPC6 channel | Q61143 | HEK293-TRPC6 membrane potential dye fluorescence; hits give high values | B-score at 10 µM | hit rate 0.13% among 310,000;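 active = B-score of the integrated fluorescence ratio above library mean plus 3 SD, and starting fluorescence ratio within library mean plus 5 SD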;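 also: higher score means more depolarization so channel activation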
TRPC4 PAM: allosterically enhances the mouse TRPC4 cation channel. B-score at 10 µM. HEK293 TRPC4beta/mu-opioid, DAMGO EC20, Fluo-4 Ca2+ flux; hits give high values. hit rate 0.42% among 310,000. Q9QUQ5;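 active = B-score of calcium response area above 5 SD of library B-scores, with initial fluorescence ratio within 5 SD of library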;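 also: B-score of integrated fluorescence ratio over time as area under calcium response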
Target sequence (Q9QUQ5 whole entry, looked up): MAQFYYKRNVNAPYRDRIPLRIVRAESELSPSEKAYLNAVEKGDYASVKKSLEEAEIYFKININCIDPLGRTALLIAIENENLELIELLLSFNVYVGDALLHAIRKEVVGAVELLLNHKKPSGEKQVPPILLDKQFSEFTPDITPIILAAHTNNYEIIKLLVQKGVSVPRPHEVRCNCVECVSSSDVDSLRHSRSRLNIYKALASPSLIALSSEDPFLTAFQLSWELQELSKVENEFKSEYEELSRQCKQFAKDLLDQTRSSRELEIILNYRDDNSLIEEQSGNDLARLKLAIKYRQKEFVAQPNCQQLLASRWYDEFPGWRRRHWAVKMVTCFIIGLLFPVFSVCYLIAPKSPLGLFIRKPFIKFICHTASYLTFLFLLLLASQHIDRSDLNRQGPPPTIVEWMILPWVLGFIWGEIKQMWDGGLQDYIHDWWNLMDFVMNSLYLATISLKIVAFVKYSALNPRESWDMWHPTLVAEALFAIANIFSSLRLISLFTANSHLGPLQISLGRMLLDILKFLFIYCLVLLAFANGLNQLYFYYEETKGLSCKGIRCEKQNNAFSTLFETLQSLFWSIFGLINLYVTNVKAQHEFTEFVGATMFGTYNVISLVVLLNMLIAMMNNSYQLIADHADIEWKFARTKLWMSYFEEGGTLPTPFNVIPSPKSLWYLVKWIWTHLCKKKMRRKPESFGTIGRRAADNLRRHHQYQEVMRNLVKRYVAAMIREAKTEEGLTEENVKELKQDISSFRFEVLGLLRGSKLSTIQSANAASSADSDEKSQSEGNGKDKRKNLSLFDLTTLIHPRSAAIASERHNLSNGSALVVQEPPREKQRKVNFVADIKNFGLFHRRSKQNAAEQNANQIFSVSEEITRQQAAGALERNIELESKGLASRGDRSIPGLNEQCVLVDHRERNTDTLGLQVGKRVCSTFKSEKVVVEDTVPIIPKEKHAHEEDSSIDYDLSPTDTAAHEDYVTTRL
TRPC6 inh: inhibitors of mouse TRPC6 channel | Q61143 | HEK293-TRPC6, membrane potential dye, ACh-evoked depolarization; hits give low values | B-score at 10 µM | hit rate 1.1% among 310,000;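 active = B-score under library mean minus 3 SD, initial fluorescence not abnormally high, positive integrated signal ratio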;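 also: B-score derived from integrated fluorescence ratio over the kinetic read; more negative B-score means stronger inhibition of depolarization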
MrgX1 antag: blocks BAM8-22 activation of human MrgX1 receptor | MRGX1-HEK293 calcium flux, Fluo-4, BAM8-22 antagonism; hits give low values | Q96LB2 | B-score at 10 µM | hit rate 1.3% among 310,000 | AID 588676;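 active = calcium-response B-score plate-corrected more than 3 library SD below zero, starting fluorescence within 5 deviations, no agonist response on first addition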;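 also: peak minus trough fluorescence over baseline after final BAM8-22 challenge near maximal dose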
TRPC4 act: activators of mouse TRPC4 channel; AID 2237; hit rate 0.49% among 310,000; HEK293 TRPC4beta/mu-opioid, Fluo4 calcium fluorescence; hits give high values; B-score at 10 µM; Q9QUQ5;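 active = B-score above 5 SD of library B-scores, and initial fluorescence ratio not above library mean plus 5 SD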;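 also: positive B-score marks a calcium rise read as TRPC4 activation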
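Technique: kinetic Fluo4 calcium fluorescence; Test system: TRPC4beta and mu-opioid receptor HEK293 stable cells; Measure: B-scored integrated calcium fluorescence ratio; Benchmarks: low control buffer alone, high control maximal DAMGO; Schedule: 45 min room-temperature Fluo4 loading, 110 s read.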
KLF5 inh: suppresses KLF5 promoter-driven expression; hit rate 0.23% among 290,000; AID 1700; DLD-1 KLF5 promoter-luciferase reporter, luminescence; inhibition, % at 5 µM;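 active = inhibition above a per-plate limit of that plate's mean compound inhibition plus 3 SD, cut at about 60% in these data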;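 also: 0% = DMSO wells and 100% = LY294002 at 200 µM; higher means less KLF5 promoter-driven luciferase light; inactives centre near -14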
aSyn 5UTR inh: MLPCN primary screen, SNCA 5' untranslated region | alpha-synuclein 5'UTR reporter, inhibitor activity | inhibition, % (tested at 7.5 µM) | AID 1813 | hit rate 0.82% among 300,000; in the data active = inhibition above about 60%;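 also: H4 neuroglioblastoma cells stably carrying SNCA 5'UTR luciferase fusion; 0% = DMSO wells and 100% = positive control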
TRPC4 block: blocks the mouse TRPC4 cation channel | HEK293 TRPC4beta/mu-opioid, DAMGO-evoked Fluo4 calcium flux; hits give low values | Q9QUQ5 | B-score at 10 µM | hit rate 0.39% among 300,000;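 active = B-score over 3 SD under the library average, no early fluorescence shift, positive overall ratio signal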
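System: stable TRPC4beta/mu-opioid receptor HEK293 cells; Dosing: single-point compound dosing; Measured by: Fluo4 Ca2+ flux fluorescence; Read-out basis: per-well B score of integrated baseline-normalized Fluo4 ratio.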
HIF act: HIF pathway transcriptional activation; U2OS HRE-luciferase reporter, luminescence; normalized: DMSO 0%, desferrioxamine 100%; AID 1910; activation, % at 7.5 µM (by protocol); hit rate 0.32% among 300,000;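 active = mean activation of at least 10% of the iron chelator positive control signal, with at least half of replicates also reaching 10%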
IEC-6 tox: counter-screen for KLF5 inhibitors: cytotoxicity in IEC-6 cells; IEC-6 cytotoxicity, luminescence viability; inhibition, % at 5 µM; hit rate 0.78% among 290,000; in the data active = inhibition above about 22%;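 also: 0% = plate median of test compound wells and 100% = cytotoxic reference compound wells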
Numbers without * were called inactive; i = inactive; . = no result given.

SMILES | SKKanGAS inh | TRPC6 act | TRPC4 PAM | TRPC6 inh | MrgX1 antag | TRPC4 act | KLF5 inh | aSyn 5UTR inh | TRPC4 block | HIF act | IEC-6 tox
CCOc1ccc(CN2CCCC(CO)(Cc3ccc(F)cc3)C2)cc1 (stereo not drawn) | -5 | i | i | i | i | i | -21 | 12 | i | 0.4 | 0
Cc1ccc(C(=O)n2c(=S)nc3ccccn32)cc1 | 6 | i | i | i | . | i | -179 | -8 | i | 0.7 | -2
CCOC(=O)c1nnc(-c2ccc(C)cc2)nc1N1CCSCC1 | 17 | i | i | i | i | i | -23 | -11 | i | -0.2 | 11
CCn1cc(S(=O)(=O)c2cccc(C)c2)c(=O)c2cc(F)c(N3CCN(C)CC3)cc21 | -2 | i | i | i | i | i | -16 | -5 | i | 0.0 | 7
Cc1c(C(=O)NC2CCCCC2)oc2ccc(F)cc12 | -6 | i | i | i | i | i | -82 | -56 | i | 4.9 | 12
CCn1c(SCC(=O)Nc2cc(C)on2)nc2sc3c(c2c1=O)CCCC3 | -1 | i | i | i | i | i | 11 | -3 | i | -1.4 | -3
CCCCCCNc1c(C(=O)OCC)c(=O)[nH]c2ccccc12 | -3 | i | i | i | i | i | -20 | 22 | i | -14 | -2
Cc1ccc(-c2n[nH]c(=S)c3ccccc23)cc1S(=O)(=O)NCC1CCCO1 (stereo not drawn) | -3 | i | i | i | i | i | 19 | 19 | i | -0.1 | 3
COc1ccc(NC(=O)COC(=O)[C@@H]2CCCN2S(=O)(=O)c2ccccc2F)c(OC)c1 | -1 | i | i | i | i | i | -57 | 3 | i | -0.9 | 1
Cc1c(C)c(C)c(S(=O)(=O)Nc2ccc3[nH]c(=O)[nH]c3c2)c(C)c1C | 9 | i | i | i | i | i | -16 | -23 | i | 0.0 | 5
Cc1ccc(NC(=O)CN2C(=O)S/C(=C\c3cc(C)n(-c4cccc(C(=O)O)c4)c3C)C2=O)cc1 | 40 | i | i | i | i | i | -25 | -15 | i | -0.1 | -2
O=C(COc1ncnc2ccccc12)Nc1ccc(Cl)c(S(=O)(=O)N2CCOCC2)c1 | 1 | i | i | i | i | i | -15 | 5 | i | -0.3 | 2
O=C(Nc1ccccc1C(F)(F)F)C1CCN(C(=O)Cc2ccccc2)CC1 | 0 | i | i | i | i | i | -12 | -11 | i | 0.1 | 3
COc1ccc(S(=O)(=O)NCCC(=O)NCc2cccs2)cc1 | -3 | i | i | i | i | i | -7 | 10 | i | 0.0 | 2
Nc1nc(Nc2cccc(C(F)(F)F)c2)nc(C(F)(F)F)n1 | 7 | i | i | -6.1* | i | i | -17 | 7 | i | -0.5 | -6
Nc1nc(SCC(=O)C23CC4CC(CC(C4)C2)C3)n[nH]1 | -5 | i | i | i | i | i | -12 | 2 | i | -0.2 | -1
O=C(COC(=O)c1ccc(S(=O)(=O)N2CCCC2)cc1)NCc1ccc(Cl)cc1 | -1 | i | i | i | i | i | -15 | -7 | i | 1.0 | -2
COCCOC(=O)C(CC(=O)O)NCc1ccco1 (stereo not drawn) | -6 | i | i | i | i | i | -17 | 2 | i | -1.3 | -1
Cc1cc2n(n1)C(c1ccc(N(C)C)cc1)Nc1ccccc1-2 (stereo not drawn) | -17 | i | i | i | i | i | -36 | -156 | i | 3.1 | 8
Cc1ccc(C(=O)NNC(=O)c2cccc(C)c2)cc1 | -5 | i | i | i | i | i | -16 | -53 | i | 1.5 | 0
Cc1ccc(-c2nnc(OCC3CCCO3)c3ccccc23)cc1 (stereo not drawn) | 1 | i | i | i | i | i | -6 | 7 | i | 0.7 | 9
N#CC(c1ccc(=O)[nH]n1)c1ccc(Cl)cc1Cl (stereo not drawn) | -27 | i | i | i | i | i | -9 | 10 | i | 0.1 | -6
COc1ccc(-c2cnc3nc[nH]c(=O)c3n2)cc1 | 6 | i | i | i | i | i | -31 | -24 | i | -0.1 | 4
CCOC(=O)c1cc(C(C)C)sc1NC(=O)COC(=O)CCS(=O)(=O)c1ccccc1 | 10 | i | i | i | i | i | -26 | 34 | i | -0.4 | 5
Cc1sc2nc(CSC(C)C(=O)Nc3ccc(C(N)=O)cc3)[nH]c(=O)c2c1C (stereo not drawn) | 4 | i | i | i | i | i | . | 4 | i | -0.6 | .
COc1ccc(Cn2c(=O)[nH]c3cc(C(=O)N4CCN(c5ccccc5F)CC4)ccc3c2=O)cc1 | 20 | i | i | i | i | i | 2 | 18 | i | 1.3 | -1
CC(/C=N/N1CCN(c2ccccn2)CC1)=C\c1ccccc1 | -2 | i | i | i | i | i | -28 | -134 | i | 1.7 | -4
CCc1ccccc1NC(=S)NCc1ccc2c(c1)OCO2 | 4 | i | i | i | i | i | -15 | -4 | i | 0.2 | -4
O=C(CN1CCOCC1)N/N=C/c1ccco1 | 6 | i | i | i | i | i | 13 | -11 | i | -0.1 | 2
Cc1c(C(=O)NCCc2ccccc2)oc2ccc(S(=O)(=O)N3CCOCC3)cc12 | 2 | i | i | i | i | i | -18 | -13 | i | 0.6 | -7
COC(=O)c1cnn(-c2ccccc2)c1/C=N/NC(=S)Nc1ccc(Cl)cc1 | 1 | i | i | i | i | i | -28 | -15 | i | -1.1 | 3
N#Cc1c(N2CCCC(O)C2)nc(N)c2c(N)nc3c(c12)CC(=O)N3C12CC3CC(CC(C3)C1)C2 (stereo not drawn) | 41 | i | i | -6.1* | i | i | 8 | -232 | i | -2.5 | -5
O=C(CSc1cc(Cl)ccc1Cl)NCC(=O)Nc1ccc(F)c(F)c1F | -20 | i | i | i | i | i | -3 | 12 | i | 0.4 | -2
Cc1csc(N2CCN(c3cc4nc(-c5ccncc5)[nH]c4cc3Cl)CC2)n1 | 27 | i | i | i | i | i | -29 | -14 | i | -4.0 | 2
Cc1ccccc1N1CCN(C(=O)CN2C(=O)c3ccccc3C2=O)CC1 | -2 | i | i | i | i | i | -19 | -3 | i | 0.0 | -2
Cc1ccc(S(=O)(=O)N2CCCNCC2)cc1 | -8 | i | i | i | i | i | -3 | -7 | i | -0.1 | -3
COC(=O)c1ccc(Nc2c([N+](=O)[O-])c(=O)oc3ccccc23)cc1 | 1 | i | i | i | i | i | -23 | -24 | i | 0.7 | 0
CCCCNc1ncnc2c1nnn2Cc1ccccc1Cl | 4 | i | i | i | i | i | -2 | 5 | i | -2.0 | 6
CC(Sc1nnc(CC(=O)Nc2ccccc2F)n1C)C(=O)Nc1nccs1 (stereo not drawn) | -1 | i | i | i | i | i | 20 | 7 | i | 0.2 | 2
S=c1[nH]nc(-c2cccnc2)n1/N=C/C=C/c1ccccc1 | 0 | i | i | i | i | i | -2 | -11 | i | -0.1 | -3
COc1cccc(NC(=O)OCCN2CCN(Cc3ccccc3)CCC2=O)c1 | -1 | i | i | i | i | i | -11 | -4 | i | -0.4 | -6
CC(C)(C)OC(=O)C(Cl)(C(=O)OC(C)(C)C)c1ccc2nnnn2n1 | -2 | i | i | i | . | i | -13 | 7 | i | 2.2 | 0
Cn1cc(S(=O)(=O)Nc2ccc(Cl)cc2Cl)c(=O)n(C)c1=O | -1 | i | i | i | i | i | -23 | -2 | i | 0.1 | -4
Cc1ccc(C(=O)NC(C)c2ccc(-n3ccnc3)cc2)cc1 (stereo not drawn) | -1 | i | i | i | i | i | 1 | -12 | i | -3.9 | 7
O=C(Nc1ccccc1-c1ccccc1)c1ccc(Br)o1 | 9 | i | i | i | i | i | 4 | 19 | i | -1.0 | 4
CCN(c1ccccc1)S(=O)(=O)c1cc([N+](=O)[O-])ccc1N | 7 | i | i | -5.6* | i | i | 16 | 11 | i | -0.2 | 4
Cc1oc(-c2ccc(Cl)cc2)cc1C(=O)/C(C#N)=C/Nc1cccc(OC(F)(F)F)c1 | 12 | i | i | i | i | i | -4 | 4 | i | 43* | -5
CN(CCC#N)C(=O)CSc1nnc(-c2c[nH]c3ccccc23)o1 | -3 | i | i | i | i | i | -1 | -14 | i | -0.4 | -5

Of the compounds above, these contain a nitro group on carbon.
SMILES | SKKanGAS inh | TRPC6 act | TRPC4 PAM | TRPC6 inh | MrgX1 antag | TRPC4 act | KLF5 inh | aSyn 5UTR inh | TRPC4 block | HIF act | IEC-6 tox
COC(=O)c1ccc(Nc2c([N+](=O)[O-])c(=O)oc3ccccc23)cc1 | 1 | i | i | i | i | i | -23 | -24 | i | 0.7 | 0
CCN(c1ccccc1)S(=O)(=O)c1cc([N+](=O)[O-])ccc1N | 7 | i | i | -5.6* | i | i | 16 | 11 | i | -0.2 | 4

(continued)
SMILES | SKKanGAS inh | TRPC6 act | TRPC4 PAM | TRPC6 inh | MrgX1 antag | TRPC4 act | KLF5 inh | aSyn 5UTR inh | TRPC4 block | HIF act | IEC-6 tox
Cc1cc(C(=O)Nc2cccc(C)c2C)c2ccccc2n1 | 6 | i | i | i | i | i | -16 | 5 | i | -0.7 | -8
COc1ccccc1-c1nnc(SCc2nc3ccccc3[nH]2)n1C | 6 | i | i | i | i | i | 1 | -21 | i | -0.2 | -3
Cc1nc(N2CCOCC2)c2c(C)c(C(=O)Nc3ccccc3C(F)(F)F)sc2n1 | -8 | i | i | i | i | i | 10 | 38 | i | -0.2 | -5
O=C(CCC(=O)N1CCOCC1)Nc1nnc(C2CCCCC2)s1 | -9 | i | i | i | i | i | -33 | 10 | i | 0.4 | 4
O=C(CSc1ccc(-c2ccccn2)nn1)NC1CCCC1 | 5 | i | i | i | i | i | -10 | 10 | i | -0.4 | 2
CN(C)/C=N/c1cc(=O)[nH]c(=O)n1Cc1ccccc1 | 9 | i | i | i | i | i | -17 | -5 | i | -0.4 | 2
CCOC(CNC(=O)CN1C(=O)COc2ccc(S(=O)(=O)N3CCCC3)cc21)OCC | 0 | i | i | i | i | i | -23 | -10 | i | 0.2 | 6
CCn1c(CSc2nnc(-c3ccoc3C)n2C)nc2cc(S(=O)(=O)N(C)C)ccc21 | -1 | i | i | i | i | i | -1 | 12 | i | 0.0 | 0
COCC(C)n1c(C)cc(C(=O)COc2ccc(C)nc2[N+](=O)[O-])c1C (stereo not drawn) | 2 | i | i | i | i | i | -13 | 32 | i | -1.9 | -5
CCOC(=O)C(=O)/C(C#N)=C/Nc1ccc(Cl)cc1 | 1 | i | i | i | i | i | -40 | -8 | i | 0.8 | -4
O=C(/C=C/c1ccccc1Cl)NCCc1ccccc1 | -3 | i | i | i | i | i | -90 | -176 | i | 3.4 | 2
CCn1cc(C(=O)O)c(=O)c2cnc(N3CCN(C(=S)NC(=O)c4ccc(OC)cc4)CC3)nc21 | 9 | i | i | i | i | i | 21 | -3 | i | 0.8 | 1
O=C(CSc1nnc(CNc2ccc(F)cc2)o1)c1ccccc1 | -1 | i | i | i | i | i | -6 | 12 | i | -0.3 | -2
